# Anthrax LF inh2: Bacillus anthracis LF protease inhibitors, primary screen, biochemical, multiplex microsphere, MLPCN library. Lethal factor (Bacillus anthracis), P15917. multiplex microsphere protease cleavage assay. inhibition, % at 10 µM. 0.12% of 360,000 active; further: plate controls were buffer without enzyme for full effect and enzyme alone for no effect
# Target sequence (P15917 whole entry, looked up): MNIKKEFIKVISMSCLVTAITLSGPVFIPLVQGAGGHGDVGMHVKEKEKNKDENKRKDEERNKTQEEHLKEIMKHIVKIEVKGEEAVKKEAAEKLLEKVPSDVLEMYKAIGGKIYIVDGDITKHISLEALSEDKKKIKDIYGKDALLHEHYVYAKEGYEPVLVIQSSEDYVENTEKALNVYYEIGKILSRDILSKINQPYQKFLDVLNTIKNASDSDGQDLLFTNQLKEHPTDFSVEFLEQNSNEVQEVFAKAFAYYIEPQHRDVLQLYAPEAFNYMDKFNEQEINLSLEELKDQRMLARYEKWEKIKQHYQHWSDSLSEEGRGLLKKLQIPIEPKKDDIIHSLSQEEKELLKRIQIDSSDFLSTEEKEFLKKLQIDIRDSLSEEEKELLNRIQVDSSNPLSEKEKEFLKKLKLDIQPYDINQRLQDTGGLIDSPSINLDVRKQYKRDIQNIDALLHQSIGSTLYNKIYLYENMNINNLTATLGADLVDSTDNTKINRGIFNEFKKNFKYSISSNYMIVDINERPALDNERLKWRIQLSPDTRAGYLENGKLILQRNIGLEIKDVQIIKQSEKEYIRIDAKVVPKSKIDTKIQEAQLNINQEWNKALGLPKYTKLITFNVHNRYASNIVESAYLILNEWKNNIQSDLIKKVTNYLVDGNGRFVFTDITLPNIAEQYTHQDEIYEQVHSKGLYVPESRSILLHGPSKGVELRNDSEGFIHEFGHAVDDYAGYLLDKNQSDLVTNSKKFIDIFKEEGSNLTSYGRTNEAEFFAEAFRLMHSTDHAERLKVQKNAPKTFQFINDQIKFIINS
# PfHsp40 yeast: rescue of yeast from PfHsp40 toxicity, primary screen, S. cerevisiae, ATP luminescence; S. cerevisiae expressing PfHsp40, growth rescue; growth rescue, % at 12.5 µM; 0.68% of 340,000 active; in the data active means growth rescue above about 28%, passing the limit was not always enough; inconclusive means no clear call, values can overlap the other calls;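 further: yeast W303a lacking pdr1 and pdr3 grown in galactose medium; growth measured after three days at 30 °C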
# BoNT-F LC inh: BoNT/F light chain protease inhibitors, primary screen, biochemical, flow cytometry, MLPCN library; Botulinum neurotoxin type F light chain protease (Clostridium botulinum); Multiplex microsphere protease cleavage assay; inhibition, % at 10 µM; 0.22% of 360,000 active; in the data active means inhibition above about 35%, passing the limit was not always enough; inconclusive means no clear call, values can overlap the other calls; further: plate controls were buffer without enzyme for full effect and enzyme alone for no effect
# GDH-TPI counter: GDH-TPI coupling enzyme inhibitors, primary screen, artefact control for M. tuberculosis FBA inhibitor project, biochemical, absorbance, full deck | GDH-TPI coupled enzyme counterscreen, NADH absorbance | inhibition, % at 4.8 µM | 1.2% of 360,000 active | AID 588335, 2011; in the data active means inhibition above about 30%;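 further: 0% = DMSO wells and 100% = wells lacking the enzyme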
# UGM FP inh: M. tuberculosis UGM enzyme inhibitors, primary screen, biochemical, fluorescence polarization, single point; purified UGM, fluorescence polarization probe displacement; inhibition, % at 10 µM; 0.06% of 320,000 active; AID 504406, 2011; in the data active means inhibition above about 10%, passing the limit was not always enough; inconclusive means no clear call, values can overlap the other calls
# Mtb BioA inh: M. tuberculosis BioA enzyme inhibitors, primary screen, biochemical, plate reader, single point, HTS; 7,8-diaminopelargonic acid synthase BioA (Mycobacterium tuberculosis); purified M. tuberculosis BioA enzyme; inhibition, % at 9.99 µM; 0.096% of 360,000 active; in the data active means inhibition above about 40%; inconclusive means no clear call, values can overlap the other calls
# BoNT-A LC inh2: BoNT/A light chain protease inhibitors, primary screen, biochemical, flow cytometry, MLPCN library. Botulinum neurotoxin type A light chain protease (Clostridium botulinum A str. ATCC 3502). multiplex microsphere protease substrate cleavage. inhibition, % at 10 µM. 0.17% of 360,000 active; further: plate controls were buffer without enzyme for full effect and enzyme alone for no effect
# Mtb FBA inh: Mtb FBA enzyme inhibitors, primary screen, biochemical, fluorescence, strain H37Rv. AID 588726, 2011. 2.3% of 360,000 active. Fructose-bisphosphate aldolase (Mycobacterium tuberculosis (strain ATCC 25618 / H37Rv)), …. inhibition, % at 1 µM. purified M. tuberculosis FBA, fluorescence read-out; in the data active means inhibition above about 27%;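 further: 0% = vehicle and 100% = reference inhibitor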
# FadD28 binding: inhibitors of FadD28 bisubstrate probe binding, primary screen, biochemical, fluorescence polarization, single point; Mycobacterium tuberculosis FadD28 fatty-acid-AMP ligase; 0.22% of 360,000 active; inhibition, % at 12.5 µM; AID 588549, 2011; in the data active means inhibition above about 8.5%, passing the limit was not always enough; inconclusive means no clear call, values can overlap the other calls
# Numbers without * were called inactive; ? = inconclusive; / = no result given; & = joins results of further samples. Unless noted, no stated cut-off is given here; in the data, active means inhibition above about 30%; inconclusive means no clear call, values can overlap the other calls; inactive means below that.
1: CCN(CC)CCCNc1nc2ccccc2[nH]1
2: Cc1ccc(/C=N/NC(=O)c2ccc3ccccc3c2)s1
3: CCOC(=O)C1CCN(C(=O)Cn2cnc3sc(C)c(S(=O)(=O)N4CCCCC4)c3c2=O)CC1
4: CSc1ccccc1C(=O)N1CCc2ccccc2C1
5: CC(=O)OCCOCn1cnn2c(=O)c(Br)c(C)nc12
6: O=C(Nc1cc2c3c(c1)CC(=O)N3CCC2)C1CCCCC1
7: C=CCN1C=C2C(=O)C(C)(OC(=O)c3cnc4ccccc4n3)C(=O)C=C2C=C1/C=C/COC (configuration not stated)
8: CC(=O)N1c2ccc(S(=O)(=O)NCC3CCC(C(=O)N4CCC(C)CC4)CC3)cc2CC1C (configuration not stated)
Compound,1,2,3,4,5,6,7,8
Anthrax LF inh2,1,/,-1,0,4,0,-17,0
PfHsp40 yeast,1.8,-0.9,0.0,1.1,-0.1,-0.6,0.1,0.3
BoNT-F LC inh,-3,/,-1,-6,-4,0,-26,1
GDH-TPI counter,-1,32*,5,-2,5,-7,11,2
UGM FP inh,-2.4,2.2,-2.6,/,0.3,0.0,-0.2,-0.1
Mtb BioA inh,1.1,-2.4,-2.0,1.9,-1.2,/,-0.1,0.5
BoNT-A LC inh2,0.9,/,-0.3,-0.5,0.6,1.5,-0.4,-1.3
Mtb FBA inh,2,-1,-2,2,1,2,-5,-6
FadD28 binding,-1.8,-2.4,-2.3,0.3,0.5,-2.6,-0.4,-2.8

9: Cc1ccc(/C=C/C(=O)OCC(=O)NC(=O)NCc2ccccc2)cc1
10: CCCNC(=O)c1cc(-c2ccco2)on1
11: Cc1ccccc1NS(=O)(=O)c1ccc(C(=O)NCC(c2ccco2)N2CCCCC2)cc1 (configuration not stated)
12: COc1ccccc1NC(=O)COc1ccc(Br)cc1CNC1CCCC1
13: CC(C)CCN1CCNC(=O)C1CC(=O)Nc1ccc(F)cc1 (configuration not stated)
14: Cn1c(SCC(=O)c2ccc(O)c(O)c2)nnc1-c1ccccc1
15: CSCCC1NC(=O)C(C(C)=Nc2ccccc2)=C1O (configuration not stated)
16: CCCCOc1ccc(CNC(=O)NS(=O)(=O)c2ccc(OCC)cc2)cc1
Compound,9,10,11,12,13,14,15,16
Anthrax LF inh2,/,-1,-6,4,-10,-13,2,-2
PfHsp40 yeast,-0.8,0.8,-0.1,-0.8,-1.9,-1.7,-1.3,-0.3
BoNT-F LC inh,/,-4,7,-7,?,-2,-5,-6
GDH-TPI counter,5,-9,6,-3,1,9,25,-2
UGM FP inh,-0.3,0.0,-2.5,0.4,-0.4,-0.7,/,3.0
Mtb BioA inh,0.1,/,0.6,/,0.0,-0.1,-1.3,1.5
BoNT-A LC inh2,/,0.2,4.3,0.3,2.1,-3.5,-0.3,-0.8
Mtb FBA inh,-4,0,-3,-1,1,4,5,-1
FadD28 binding,-3.2,-1.6,-1.2,-3.7,-2.9,-1.9,1.3,-2.7

17: CCCCCn1c(SCC(=O)CC(=O)OCC)nc2cc(C(=O)N3CCC(C(N)=O)CC3)ccc2c1=O
18: COc1ccc(C2=NN(C(C#N)c3ccc(OC)c(OC)c3)C(c3ccccc3)C2)cc1 (configuration not stated)
19: CCN(C(=O)c1ccc2c(c1)OCO2)C12CC3CC(CC(C3)C1)C2
20: O=C(C1CCN(S(=O)(=O)c2ccccc2)CC1)N1CCN(Cc2ccccc2)CC1
21: COc1ccc(/C=C2/SC(=S)N(CCCC(=O)Nc3ccc(O)cc3)C2=O)cc1OC
22: COc1ccccc1C(=O)Nc1nnc(SCC(=O)NCC2CCCO2)s1 (configuration not stated)
23: CCOc1ccc2nc(SCC(=O)Nc3cccc(S(=O)(=O)NC4=NCCCCC4)c3)[nH]c2c1
24: COC(=O)C1=C(c2ccc(-c3ccccc3)c(F)c2)C[C@@H]2CC[C@H]1N2C(=O)NC(C)C
Compound,17,18,19,20,21,22,23,24
Anthrax LF inh2,-4,5,1,-4,13,1,-4,-1
PfHsp40 yeast,0.4,1.1,1.8,-2.4,-0.1,12,-0.4,1.1
BoNT-F LC inh,-1,2,4,-2,0,-3,-4,-8
GDH-TPI counter,-2,-3,-4,5,19,1,-11,5
UGM FP inh,0.7,2.8,0.9,0.1,0.8,-2.4,1.8,-0.2
Mtb BioA inh,/,1.4,-0.9,-1.7,0.7,0.4,/,0.4
BoNT-A LC inh2,-0.2,5.7,3.7,-4.4,4.7,1.0,0.7,-0.3
Mtb FBA inh,3,-8,-3,0,-8,-2,0,-2
FadD28 binding,0.1,-4.3,-0.8,-1.9,-0.1,-2.1,-6.2,-2.5

25: CC1=C(C(=O)OCC2CCCO2)C(c2ccccc2)NC(=O)N1 (configuration not stated)
26: Cn1c(=O)c2c(nc(SCC(=O)NCc3ccc4c(c3)OCO4)n2Cc2ccccc2)n(C)c1=O
27: CCNC(=O)c1c(NC(=O)c2cc(-c3cc(C)cc(C)c3O)n[nH]2)sc2c1CCCC2
28: O=S(=O)(c1ccc(F)cc1)N1CCCNCC1
29: CC(CC(=O)N(C)C1CCCCC1)S(=O)(=O)c1ccc2c(c1)NC(=O)CO2 (configuration not stated)
30: Cc1[nH]nc(N=CC2=C(O)CC(C)(C)CC2=O)c1-c1ccccc1
31: CC1=C(C(N)=O)C(c2ccc(F)cc2)n2nc(CCCO)nc2N1 (configuration not stated)
32: CC(=O)Nc1ccc(Cc2ccncc2)cc1
Compound,25,26,27,28,29,30,31,32
Anthrax LF inh2,-4,-2,-1,-5,1,-1&-5,-6,-3
PfHsp40 yeast,-2.5,-1.3,-1.4,-0.3,-0.8,0.8&-0.2,0.2,-3.3
BoNT-F LC inh,-7,1,1,0,5,5&-11,6,-12
GDH-TPI counter,-1,-14,16,-7,5,13&17,-6,-2
UGM FP inh,0.4,1.3,/,-1.4,-0.5,-1.0,1.6,3.1
Mtb BioA inh,-1.4,3.5,-0.4,1.0,-0.6,-0.7,-0.8,-5.8
BoNT-A LC inh2,0.7,0.1,-0.3,-2.7,0.8,0.3&-1.0,0.2,-0.8
Mtb FBA inh,-1,-2,6,-2,-1,0&1,1,-1
FadD28 binding,0.1,-2.6,0.0,-2.3,0.1,-3.7&1.2,-2.3,0.2

33: CCOCCCNCc1cccc(OC)c1
34: O=[N+]([O-])c1ccc(NNS(=O)(=O)c2cc(Cl)ccc2Cl)nc1
35: CC(=O)c1ccc(OCc2cc(C(=O)N(C)CC3COc4ccccc4O3)no2)cc1 (configuration not stated)
36: Cc1nn(CCC(=O)NNC(=S)Nc2ccc(F)cc2)c(C)c1[N+](=O)[O-]
37: CS(=O)(=O)NN1C(=O)c2ccccc2NC1c1cc2ccccc2nc1Cl (configuration not stated)
38: CCC1=NN(C(=O)C(=O)Nc2ccccc2OC)C(O)(C(F)(F)F)C1 (configuration not stated)
39: COC(C[C@H]1O[C@@H]1[C@H](O)COCc1ccccc1)OC
40: Cc1ccc(C(=O)c2cncc(Br)c2)cc1
Compound,33,34,35,36,37,38,39,40
Anthrax LF inh2,-3,-1,-1,-2,1,-2,6,1
PfHsp40 yeast,-1.7,0.3,/,0.3,0.6,-0.8,-0.3,-1.5
BoNT-F LC inh,-3,-8,-1,2,-1,-16,-4,7
GDH-TPI counter,-4,8,3,8,0,9,2,-3
UGM FP inh,-1.8,1.2,/,-0.1,-3.3,-0.2,0.9,-1.3
Mtb BioA inh,-1.1,-1.8,1.2,/,/,0.5,-0.7,0.1
BoNT-A LC inh2,0.0,-1.5,0.2,0.7,-0.3,-1.7,0.1,0.2
Mtb FBA inh,3,-2,-1,4,0,1,4,3
FadD28 binding,-1.6,-0.4,2.6,-1.1,-2.0,0.1,1.4,-0.1

# Five entries out of the list, ordered by length of the SMILES, ascending:
40: Cc1ccc(C(=O)c2cncc(Br)c2)cc1
4: CSc1ccccc1C(=O)N1CCc2ccccc2C1
39: COC(C[C@H]1O[C@@H]1[C@H](O)COCc1ccccc1)OC
38: CCC1=NN(C(=O)C(=O)Nc2ccccc2OC)C(O)(C(F)(F)F)C1 (configuration not stated)
7: C=CCN1C=C2C(=O)C(C)(OC(=O)c3cnc4ccccc4n3)C(=O)C=C2C=C1/C=C/COC (configuration not stated)
Compound,40,4,39,38,7
Anthrax LF inh2,1,0,6,-2,-17
PfHsp40 yeast,-1.5,1.1,-0.3,-0.8,0.1
BoNT-F LC inh,7,-6,-4,-16,-26
GDH-TPI counter,-3,-2,2,9,11
UGM FP inh,-1.3,/,0.9,-0.2,-0.2
Mtb BioA inh,0.1,1.9,-0.7,0.5,-0.1
BoNT-A LC inh2,0.2,-0.5,0.1,-1.7,-0.4
Mtb FBA inh,3,2,4,1,-5
FadD28 binding,-0.1,0.3,1.4,0.1,-0.4

# Continuation:
41: CC(=O)c1cccc(NC(=O)COC(=O)c2ccccc2C)c1
42: CCSc1nc2sccc2c(=O)n1-c1ccccc1
43: CCc1ccccc1NC(=O)c1sc2nc(C)cc(C)c2c1N
44: CCc1nc2c(OCC(=O)C(C)(C)C)cccn2c1N(C=O)CC(=O)N(C)C
45: FC(F)C(F)(F)c1cc(-c2ccc(Cl)cc2)n[nH]1
46: O=C(O)c1ccccc1CSc1nc2ccccc2o1
47: COc1ccc(NC(=O)c2ccco2)cc1NC(=O)c1ccc(C)cc1
48: Cc1cccc(C2c3[nH]c4ccccc4c3CCN2C(=O)c2cn(C)c3ccccc3c2=O)n1 (configuration not stated)
Compound,41,42,43,44,45,46,47,48
Anthrax LF inh2,4,-2,5,-5,-6,-1,6,-2
PfHsp40 yeast,-0.6,-2.3,-0.2,/,/,0.6,5.9,0.2
BoNT-F LC inh,1,-4,-8,-1,?,-4,-3,-4
GDH-TPI counter,-6,-5,15,-2,-7,5,-10,6
UGM FP inh,-0.5,-0.8,1.8,/,0.8,-0.9,1.0,0.1
Mtb BioA inh,-0.5,0.2,-0.9,-1.3,3.9,1.1,1.0,/
BoNT-A LC inh2,-0.5,-0.1,-1.2,-0.6,-2.1,0.9,-0.7,0.4
Mtb FBA inh,0,4,12,0,1,2,5,-4
FadD28 binding,?,-1.9,-1.8,-3.4,-4.3,2.1,-2.8,-4.7

49: O=C(NCC1COCCO1)C1CCN(S(=O)(=O)c2ccccc2)CC1 (configuration not stated)
50: COc1ccc(CC(=O)OCn2nnc3ccccc3c2=O)cc1OC
51: COC(=O)C1=C(C)OC(N)=C(C#N)C1c1c(C)nn(C)c1C (configuration not stated)
52: CC(C)Oc1ccc(C(CC(=O)O)NC(=O)c2cccs2)cc1 (configuration not stated)
53: CCC(NC(=O)CCc1ccccc1)c1ccccc1 (configuration not stated)
54: O=C(Nc1cc(S(=O)(=O)N2CCOCC2)ccc1N1CCOCC1)c1cccc(S(=O)(=O)N2CCCCC2)c1
55: COc1cccc(C(=O)Nc2ccccc2C(=O)NCC2CCCO2)c1 (configuration not stated)
Compound,49,50,51,52,53,54,55
Anthrax LF inh2,1,7,-6,-2,-5,-9,2
PfHsp40 yeast,-0.7,-0.7,68*,-1.1,-0.5,0.9,0.7
BoNT-F LC inh,2,-2,-12,5,-3,-7,7
GDH-TPI counter,-5,-1,7,11,-3,-1,2
UGM FP inh,-0.8,0.0,-1.5,1.5,1.2,-0.5,-2.2
Mtb BioA inh,0.6,/,0.3,-1.8,/,/,0.4
BoNT-A LC inh2,1.0,0.4,-0.8,-0.4,-0.6,-1.4,2.5
Mtb FBA inh,2,2,-4,2,1,5,-1
FadD28 binding,-2.8,-3.1,-4.4,-2.1,-0.1,-1.5,-1.8

# Screening results as filed in PubChem BioAssay.
